FBW7 activator = FBW7 E3 ligase activators, primary screen, biochemical, AlphaScreen, human | F-box/WD repeat-containing protein 7 (Homo sapiens), Q969H0 | normalized activity (activation), % at 26.1 µM | AlphaScreen FBW7–phospho-cyclin E peptide binding, activator screen | 0.13% of 650,000 active; in the data active = normalized activity above about 1.9%;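 note: purified mutant Fbw7 with reduced substrate affinity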
GPR151 activ = activators of human GPR151, primary screen, cell-based, PathHunter beta-arrestin, luminescence; PathHunter beta-arrestin GPR151 cells; activation, % at 11.2 µM; 1% of 650,000 active; AID 1508602, 2020; G-protein coupled receptor 151 (Homo sapiens), Q8TDV0; in the data active = activation above about 4.9%;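 note: 0% = median of compound wells and 100% = cells with positive control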
Target sequence (Q8TDV0 whole entry, looked up): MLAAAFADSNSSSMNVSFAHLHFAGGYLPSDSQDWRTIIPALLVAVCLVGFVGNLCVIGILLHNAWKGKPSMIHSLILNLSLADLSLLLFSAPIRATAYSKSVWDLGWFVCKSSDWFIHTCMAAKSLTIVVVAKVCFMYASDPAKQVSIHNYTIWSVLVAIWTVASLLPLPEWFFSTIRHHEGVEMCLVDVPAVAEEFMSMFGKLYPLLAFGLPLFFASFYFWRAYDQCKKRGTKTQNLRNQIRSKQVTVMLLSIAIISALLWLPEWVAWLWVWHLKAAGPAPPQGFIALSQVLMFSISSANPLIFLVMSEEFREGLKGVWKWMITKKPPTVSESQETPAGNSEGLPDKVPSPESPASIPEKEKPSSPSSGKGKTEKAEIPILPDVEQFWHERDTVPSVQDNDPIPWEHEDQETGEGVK
MITF primary = MITF inhibitors, primary screen, biochemical, AlphaScreen, human; AlphaScreen MITF homodimerization, bead proximity signal; inhibition, % at 2.6 µM; 0.91% of 650,000 active; AID 1259374, 2018; in the data active = inhibition above about 50%;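 note: 0% = vehicle wells with protein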
Target sequence (O75030 whole entry, looked up): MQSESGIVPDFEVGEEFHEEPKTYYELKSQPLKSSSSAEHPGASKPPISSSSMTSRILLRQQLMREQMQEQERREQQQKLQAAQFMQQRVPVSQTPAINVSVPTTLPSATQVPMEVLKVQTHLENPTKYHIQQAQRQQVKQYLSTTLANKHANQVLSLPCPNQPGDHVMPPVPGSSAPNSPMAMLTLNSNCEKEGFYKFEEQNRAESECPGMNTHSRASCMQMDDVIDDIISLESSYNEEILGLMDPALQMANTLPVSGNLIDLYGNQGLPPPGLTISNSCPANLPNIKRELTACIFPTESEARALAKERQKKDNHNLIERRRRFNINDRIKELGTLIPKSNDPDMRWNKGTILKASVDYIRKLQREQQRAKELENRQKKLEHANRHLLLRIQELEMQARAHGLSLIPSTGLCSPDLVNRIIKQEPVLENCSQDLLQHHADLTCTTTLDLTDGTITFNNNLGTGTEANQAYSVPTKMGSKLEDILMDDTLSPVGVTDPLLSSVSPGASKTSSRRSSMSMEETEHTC
TEAD-YAP block = TEAD-YAP interaction inhibition, primary screen, TEAD-YAP interaction inhibitor project, luminescence, HEK-TIYL cells. TEAD-Gal4/YAP UAS-luciferase luminescence. inhibition, % at 9.12 µM. 1.4% of 640,000 active; in the data active = inhibition above about 32%;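 note: 0% = median of test compound wells and 100% = reference inhibitor wells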
Numbers without * were called inactive. Hits appear at their usual frequency (roughly 3.4% active in at least one column).

SMILES	FBW7 activator	GPR151 activ	MITF primary	TEAD-YAP block
CCN(CC)c1nc(NCCCN2CCCC2=O)nc(NC2CCN(Cc3ccccc3)CC2)n1	0.1	0.0	-4	2
CCOc1cc(C(Nc2cc(C)ccn2)c2ccc3cccnc3c2O)ccc1O (stereo not given)	-0.5	-0.6	69*	2
CCOc1ccccc1NC(=O)c1ccsc1NC(=O)c1cc2ccccc2oc1=O	0.1	0.4	11	8
CCOC(=O)N1CCC(NC(=O)CSCc2nc(-c3ccc(C)cc3)oc2C)CC1	0.0	0.2	-4	0
CCC(C#CCN1CCCCC1)OC(C)=O (stereo not given)	0.1	0.2	8	1
O=C1CCc2cc(S(=O)(=O)NCCC(=O)N3CCN(C4CCCCC4)CC3)ccc2N1	0.0	1.0	-6	-7
O=C(/C=C/c1ccc2c(c1)OCO2)NCCCCNC(=O)/C=C/c1ccc2c(c1)OCO2	0.1	2.3	-5	-8
COCCNC(=O)CCCCCn1nnc2ccccc2c1=O	-0.1	0.6	-7	-10
CC(=O)Oc1ccccc1-c1nc(SCc2ccccc2)nc(-c2ccccc2)n1	0.2	0.7	12	10
Nc1c(C(=O)Nc2ccccc2F)nnn1-c1ccccc1	-0.1	0.7	-2	-26
CSc1nc2cc(S(C)(=O)=O)ccc2n1C(C)C	0.1	-1.2	10	0
COc1cc(/C=C(\C#N)C(=O)NCCN2CCOCC2)ccc1O	0.0	-0.4	-5	6
C=CCNC(=O)/C(=C\c1ccc(OC)cc1)NC(=O)c1ccco1	0.1	0.4	-12	7
O=c1[nH]c(Cl)c(Cc2ccccc2)c(=O)[nH]1	-0.1	-0.3	-2	-8
CN1C(=O)c2ccccc2C(C(=O)Nc2ccccn2)C1c1ccc(F)cc1 (stereo not given)	0.0	0.4	10	-8
Cc1nnc(SCC(=O)N2CCCC(N3CCOCC3)C2)s1 (stereo not given)	0.1	4.9	13	-4
Nc1nonc1/C(=N/O)N1CCN(c2ccc([N+](=O)[O-])cc2Cl)CC1	0.3	0.1	19	4
O=C1CC(C(=O)N2CCC3(CCC(CNC(=O)C4CCCCC4)O3)CC2)c2ccccc21 (stereo not given)	0.1	-0.4	17	-3
CCc1ccc(Nc2cc(C(=O)NCCCN3CCCC3=O)c3ccccc3n2)cc1	0.9	0.9	5	0
CC(C)(Oc1ccc(-c2ccco2)cc1)C(=O)O	0.0	-0.7	14	8

Some of the entries above in another layout.
> CCN(CC)c1nc(NCCCN2CCCC2=O)nc(NC2CCN(Cc3ccccc3)CC2)n1
  FBW7 activator = 0.1 | GPR151 activ = 0.0 | MITF primary = -4 | TEAD-YAP block = 2
> CCOc1cc(C(Nc2cc(C)ccn2)c2ccc3cccnc3c2O)ccc1O (stereo not given)
  FBW7 activator = -0.5 | GPR151 activ = -0.6 | MITF primary = 69* | TEAD-YAP block = 2
> CCOc1ccccc1NC(=O)c1ccsc1NC(=O)c1cc2ccccc2oc1=O
  FBW7 activator = 0.1 | GPR151 activ = 0.4 | MITF primary = 11 | TEAD-YAP block = 8

Additional records follow:
SMILES	FBW7 activator	GPR151 activ	MITF primary	TEAD-YAP block
Cc1cccc(C(=O)Nc2ccc(OC(F)(F)F)cc2)c1	0.0	-2.3	11	-54
Cc1cc([N+](=O)[O-])ccc1NC1OC(C(O)CO)C(O)C1O (stereo not given)	-0.1	-0.2	-8	-3
CCOC(=O)c1cnc2ccc(OCC)cc2c1Nc1ccc(C)c(F)c1	-0.2	3.2	-5	-4
CCCCOC(=O)CSCC(=O)Nc1nnc(C)s1	0.1	-0.9	-4	1
CN(C)c1ccc(/C=N/NC(=O)CNC(=O)c2ccccc2Br)cc1	0.2	-0.3	-5	4
O=C(NCCO)c1ccnc(-c2cccs2)c1	0.0	0.7	35	-1
COc1ccc(OC)c(/C=N\NC(=O)c2ccc(=O)[nH]n2)c1	-0.4	-0.7	13	13
COc1ccc(Cl)cc1N1C(=O)c2ccc(C(=O)O)cc2C1=O	0.3	0.5	14	2
CN(C)c1ncc(CN2CCC(CO)(Cc3cccc(C(F)(F)F)c3)CC2)s1	-0.2	0.5	9	7
Cc1ccc(C(=O)Nc2nc(C(C)(C)C)cs2)cc1[N+](=O)[O-]	-0.1	0.0	24	-41
COc1ccc(C(=O)/C=C2\NCCNC2=O)cc1	-0.1	-0.7	-13	-3
COC(=O)C1=C(C)NC(=S)NC1c1ccc(C(C)C)cc1 (stereo not given)	-0.1	-1.5	10	-13
O=C(NNC(=S)NCc1ccco1)C(O)(c1ccccc1)c1ccccc1	0.1	-1.7	24	0
O=C(Cn1c(=O)[nH]c2ccccc2c1=O)N1CCN(c2ccc([N+](=O)[O-])cc2)CC1	1.3	0.0	10	-4
OCCNc1ncnc2nc(N3CCCC3CO)[nH]c12 (stereo not given)	0.1	1.3	6	7
CCN1CCN(C(=S)Nc2ccsc2C(=O)OC)CC1	0.8	-2.6	5	6
COCCCNC(=O)/C(C#N)=C/c1c(Oc2ccc(OC)cc2)nc2ccccn2c1=O	-0.1	-5.8	3	-12
CCOC(=O)C1=C(C)OC(N)=C(C(=O)OCC)C1c1ccccc1[N+](=O)[O-] (stereo not given)	-0.2	0.4	9	4
CCC(C)NC(=O)CSCc1nc(-c2ccc(Cl)cc2)oc1C (stereo not given)	-0.1	2.6	1	9
COc1ccc(-c2nc(CSCC(=O)NC3CCCCC3)c(C)o2)cc1	-0.2	-0.5	3	8
O=C(Oc1ccc([N+](=O)[O-])cc1)C1CC1c1ccccc1 (stereo not given)	0.1	-0.6	5	-9
O=C(Nc1cc(F)cc(F)c1)c1ccc(Cl)cc1[N+](=O)[O-]	-0.6	1.6	-1	3
CCOc1cc(CN2CCc3nnc(C(NC(=O)CC)C(C)C)n3CC2)ccc1O (stereo not given)	0.1	0.5	-3	2
CCOC(=O)c1cnc2ccc(OCC)cc2c1NC1CCCCCC1	0.8	1.5	-21	3
COC(=O)CN(C)Cc1c(C(=O)N(C)CCc2ccccc2)nc2c(C)cccn12	-0.1	-0.1	-4	1
COc1ccc(C(=O)N2N=C(c3c(C)nc4ccc(Br)cc4c3-c3ccccc3)CC2c2ccc(OC)cc2)cc1 (stereo not given)	-0.1	0.7	8	8
O=C(NC(=S)NNS(=O)(=O)c1ccc(Cl)cc1)c1cccnc1	-0.1	-1.3	-1	-5
CCN(CC)c1ccc2cc(C(N)=O)c(=Nc3cccc(C(N)=O)c3)oc2c1	0.3	0.1	5	-13
CCOC(=O)c1c(NC(=O)CNCc2ccccc2)sc2c1CCC2	-0.1	-0.7	10	3
Cc1cccc(-c2nc(N3CCN(c4ccc([N+](=O)[O-])cc4)CC3)c3ccccc3n2)c1	-0.2	-0.7	-15	6
CCOc1cc(/C=N/NC(N)=S)cc(I)c1O	-0.2	0.9	-8	-4
CC1=NN(C(=O)OC(C)(C)C)C(O)(c2ccncc2)C1 (stereo not given)	0.1	1.9	12	-5
CC12C=CC3(O1)C(C(=O)N(CC1CCCO1)C3C(=O)NC1CCCCC1)C2C(=O)Nc1ccc(Cl)c(Cl)c1 (stereo not given)	-0.1	-1.0	1	3
Cn1cnnc1Sc1ncnc(N)c1[N+](=O)[O-]	-0.1	0.7	-18	6
O=C(NC1CCOC1)c1cc(COc2cccc3cnccc23)on1 (stereo not given)	-0.2	-1.1	5	25
COc1cc(CNn2nnnc2N)ccc1OCC(=O)NC(C)(C)C	0.3	0.1	4	3
CCCCCCc1ccc(C2=N/C(=C\c3ccc(Cl)cc3Cl)C(=O)O2)cc1	0.1	-0.3	-19	-5
CN(C)c1ccc(NC(=O)CSc2nc3cc4c(cc3cc2C#N)OCCO4)cc1	0.2	0.3	2	66*
COc1ccccc1NC(=O)CN(c1ccccc1)S(=O)(=O)c1ccccc1[N+](=O)[O-]	-0.1	-1.1	9	0
Cc1ccc(/C=C2\C(=O)NC(=S)N(c3cccc(Cl)c3)C2=O)o1	0.0	-0.3	4	0

Looked up by structure from the list above (four):
SMILES	FBW7 activator	GPR151 activ	MITF primary	TEAD-YAP block
CCOc1cc(CN2CCc3nnc(C(NC(=O)CC)C(C)C)n3CC2)ccc1O (stereo not given)	0.1	0.5	-3	2
CCCCCCc1ccc(C2=N/C(=C\c3ccc(Cl)cc3Cl)C(=O)O2)cc1	0.1	-0.3	-19	-5
CCOc1cc(/C=N/NC(N)=S)cc(I)c1O	-0.2	0.9	-8	-4
O=C(NC1CCOC1)c1cc(COc2cccc3cnccc23)on1 (stereo not given)	-0.2	-1.1	5	25

Other results.
SMILES	FBW7 activator	GPR151 activ	MITF primary	TEAD-YAP block
OCCNc1nc2ccccc2n1Cc1ccccc1F	0.0	-1.6	9	-6
COc1ccc(COC(=O)N/N=C(\C)CC(=O)Nc2ccc(F)cc2F)cc1	0.1	0.3	13	-3
CN(C)c1ccc(/C=C(\C#N)c2nc(-c3cccc(Br)c3)cs2)cc1	0.0	-0.1	-12	0
CCOC(=O)/C(N=Nc1ccc(Cl)cc1)=C(\C)O	-0.2	-1.1	6	5
Cc1ccc(Nc2ncc(C(=O)N3CCN(C)CC3)c3ccccc23)cc1Cl	-0.1	2.7	27	7
Cc1cc(C(=O)NC(C)c2ccccc2)no1 (stereo not given)	0.6	-0.8	5	18
CC12CCC(c3nc4cc(C#N)c(C#N)cc4nc31)C2(C)C (stereo not given)	-0.1	-1.9	11	13
Cn1c2c(c3ccccc31)C(=O)CCC2	0.0	2.7	-5	2
CCOC(=O)C1CCCN(C(=O)CCC2(Cc3cccs3)CCC(=O)N2)C1 (stereo not given)	0.1	-1.0	-3	-44
Cc1ccc(C(=O)n2cnc3ccccc32)cc1C	0.1	-1.7	-3	-3
CCOC(=O)N1CCN(Cc2c(C(=O)N3CCCCCCC3)nc3sccn23)CC1	0.1	-0.4	-20	-29
CC(C)[C@H](NS(=O)(=O)c1ccccc1)C(=O)Nc1ccc(F)c(F)c1	0.2	-0.2	-6	2
O=C1C2C3c4ccccc4C(c4ccccc43)C2C(=O)N1CCN1CCCCC1 (stereo not given)	0.0	0.6	7	3
CCCOc1ccc(N2C(=O)CC(NCCOC34CC5CC(CC(C5)C3)C4)C2=O)cc1 (stereo not given)	0.0	-0.1	1	1
O=C(NC(C(=O)O)c1ccccc1)c1ccc(S(=O)(=O)N2CCOCC2)cc1 (stereo not given)	0.1	-0.8	17	3
Cc1ccc(/C=N/NC(=O)c2cnccn2)o1	0.5	0.2	14	-19
O=C(COc1ccc(Br)cc1)Nc1ccc2[nH]c(=O)[nH]c2c1	0.1	0.9	-11	9
Cc1ccc(Oc2nc3c(C)cccn3c(=O)c2/C=C(\C#N)C(=O)NCc2ccco2)cc1	0.5	-1.0	13	3
O=C1CSC(c2ccc(Br)cc2)N1c1ccccn1 (stereo not given)	0.0	1.2	2	-5
COc1ccc(/C=N/Nc2nncn2N)cc1OC	-1.2	2.8	4	-11
O=C(NNC(=O)c1ccccc1Br)c1cccc([N+](=O)[O-])c1	0.1	0.9	5	7

Some of the entries so far, as labelled records.
CC(C)[C@H](NS(=O)(=O)c1ccccc1)C(=O)Nc1ccc(F)c(F)c1
- FBW7 activator: 0.2
- GPR151 activ: -0.2
- MITF primary: -6
- TEAD-YAP block: 2
O=C1C2C3c4ccccc4C(c4ccccc43)C2C(=O)N1CCN1CCCCC1 (stereo not given)
- FBW7 activator: 0.0
- GPR151 activ: 0.6
- MITF primary: 7
- TEAD-YAP block: 3
CCCOc1ccc(N2C(=O)CC(NCCOC34CC5CC(CC(C5)C3)C4)C2=O)cc1 (stereo not given)
- FBW7 activator: 0.0
- GPR151 activ: -0.1
- MITF primary: 1
- TEAD-YAP block: 1

Screening data (PubChem)
